PKA-R2B act = activators of PKA-R2B holoenzyme, primary screen, biochemical, fluorescence polarization, Cy5-IP20, human. PKA-R2B holoenzyme dissociation; R2B truncated from residue 108, S112A mutant; 0% DMSO only, 100% 113 µM cGMP. activation, % at 11.4 µM. 0.079% of 340,000 active;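 active = activation above a cutoff set at the mean over all compounds plus 3 SD, cut at about 18% in these data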;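 also: higher means more holoenzyme dissociation and a rise in polarization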
Target sequence (P31323 whole entry, looked up, other chains not shown, the tested form may be a part): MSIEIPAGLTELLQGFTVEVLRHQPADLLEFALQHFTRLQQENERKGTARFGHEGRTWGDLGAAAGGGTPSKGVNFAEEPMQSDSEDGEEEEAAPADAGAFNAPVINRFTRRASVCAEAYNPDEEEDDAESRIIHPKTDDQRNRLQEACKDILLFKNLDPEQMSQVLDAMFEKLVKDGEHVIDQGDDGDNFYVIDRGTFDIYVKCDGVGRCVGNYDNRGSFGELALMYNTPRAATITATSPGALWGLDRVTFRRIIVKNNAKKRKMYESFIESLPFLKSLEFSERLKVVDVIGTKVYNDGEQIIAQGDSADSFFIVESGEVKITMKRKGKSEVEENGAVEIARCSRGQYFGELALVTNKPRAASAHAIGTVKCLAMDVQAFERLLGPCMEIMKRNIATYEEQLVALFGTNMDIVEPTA
Tat transport = E. coli Tat export inhibitors, primary screen, MC4100, TorA-mCherry reporter, fluorescence, single point; inhibition, % at 10 µM; 0.036% of 340,000 active;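 active = mean replicate inhibition at least 50% and at least half of replicates individually reaching 50%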;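 also: exported cargo escapes ClpAP degradation while cytoplasmic cargo is degraded and loses fluorescence; 0% = median of neutral control wells and 100% = median of NaSCN control wells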
HTR5A inv ctr = HTR5A inverse agonists in luminescence cell assay, primary screen, counter-screen for OPRM1-OPRD1 heterodimer inverse agonist project, full-deck HTS; HTR5A cell line, inverse agonism; inhibition, % at 9.3 µM; 0.083% of 340,000 active; AID 504634, 2011; in the data active = inhibition mostly above about 23%, no sharp cut-off; inactive = mostly below about 18%;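 also: 0% = cells with DMSO and 100% = no-cell wells with DMSO; some compounds called inactive have numbers as strong as hits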
Target sequence (P47898 whole entry, looked up): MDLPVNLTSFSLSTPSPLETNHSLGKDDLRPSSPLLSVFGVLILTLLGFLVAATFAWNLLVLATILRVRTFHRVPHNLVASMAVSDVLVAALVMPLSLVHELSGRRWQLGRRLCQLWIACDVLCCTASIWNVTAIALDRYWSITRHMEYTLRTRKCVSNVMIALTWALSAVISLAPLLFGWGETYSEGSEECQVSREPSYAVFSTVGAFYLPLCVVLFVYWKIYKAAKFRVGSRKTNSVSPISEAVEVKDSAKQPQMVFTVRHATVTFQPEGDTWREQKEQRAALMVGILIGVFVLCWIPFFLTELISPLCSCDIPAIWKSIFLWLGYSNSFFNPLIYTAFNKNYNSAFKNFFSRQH
phage Ecoli inh = growth loss of phage-infected E. coli, primary screen, RecBCD inhibitor project, absorbance, with phage, HTS | inhibition, % at 11.9 µM | 0.26% of 360,000 active | AID 651602, 2012; in the data active = inhibition above about 11%
PfHsp90 set2 = growth inhibition of PfHsp90-expressing yeast, primary screen, antimalarial PfHsp90 inhibitor project, S. cerevisiae, BacTiter-Glo luminescence, single point, set 2; BacTiter-Glo ATP, 48 h; yeast lacking PDR1 and PDR3 efflux regulators; inhibition, % at 9.4 µM; 0.32% of 310,000 active; AID 504621, 2011;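 active = every replicate shows inhibition above about 80%, whatever the replicate mean, limit read from the data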;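 also: 0% = DMSO neutral controls and 100% = 20 µM radicicol positive controls; yeast relying on Plasmodium falciparum Hsp90 in place of its own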
PKA-R1A act = activators of PKA-R1A holoenzyme, primary screen, biochemical, fluorescence polarization, Cy5-IP20, bovine R1A, mouse PKAc; cAMP-dependent protein kinase type I-alpha regulatory subunit (Bos taurus) + …; activation, % at 11.4 µM; PKA-R1A dissociation; scaled: DMSO 0%, 113 µM cGMP 100%; 0.083% of 340,000 active;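 active = percent activation above the mean of all tested compounds plus 3 SD, cut at about 19% in these data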;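 also: higher means more PKAc released from R1A so a rise in polarization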
Mot1-301 SUMO = yeast Mot1-301 growth rescue at high temperature, primary screen, SUMOylation pathway inhibitor project, S. cerevisiae, ATP luminescence, 38.5C | AID 2716, 2010 | growth rescue, % at 18.8 µM | S. cerevisiae Mot1-301 growth rescue; percent above DMSO median, 100 means doubled | 1% of 320,000 active;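 active = every valid replicate shows activation above 250% relative to neutral control wells; inactive = the rest, any valid replicate at or below 250%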;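 also: OY570 slx delta 5 strain wells were the positive control but not used for scaling; some compounds called inactive have numbers as strong as hits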
E coli growth = E. coli V3065 growth inhibition, primary screen, counter-screen for AddAB inhibitor project, absorbance, OD600; 18 h; inhibition, % at 11.9 µM; 0.27% of 330,000 active;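 active = inhibition above the campaign's mean inhibition across all tested compounds plus 3 SD, cut at about 9.9% in these data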;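 also: uninfected addAB+ strain grown without phage in ampicillin broth; 0% = DMSO wells and 100% = ciprofloxacin 0.95 µg/ml wells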
OPRM1-OPRD1 ag = agonists of OPRM1-OPRD1 heterodimerization, primary screen, cell-based, luminescence | activation, % at 9.3 µM | Mu-type opioid receptor (Homo sapiens) + Delta-type opioid receptor (Homo sapiens), … | cells | 0.3% of 340,000 active; in the data active = activation above about 18%;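 also: 0% = vehicle-treated cells and 100% = reference agonist; values of inactives mirror those of a sister screen read the other way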
AddAB inh = growth inhibition of E. coli expressing H. pylori AddAB, primary screen, AddAB inhibitor project, absorbance; 0.29% of 330,000 active; AID 435030, 2010; inhibition, % at 11.9 µM; in the data active = inhibition above about 12%;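 also: 0% = vehicle wells of infected cells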
OPRM1-OPRD1 inv = inverse agonists of MOR-DOR heterodimerization, primary screen, cell-based, luminescence; Mu-type opioid receptor (Homo sapiens) + Delta-type opioid receptor (Homo sapiens), …; cell-based MOR-DOR heterodimer luminescence, inverse agonism; inhibition, % at 9.3 µM; 0.21% of 340,000 active; AID 504357, 2011; in the data active = inhibition above about 22%, passing the limit was not always enough;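 also: 0% = cells with DMSO and 100% = wells without cells with DMSO; values of inactives mirror those of a sister screen read the other way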
Active calls of the source: *; nt = no result given.

Sequence of screens: PKA-R2B act, Tat transport, HTR5A inv ctr, phage Ecoli inh, PfHsp90 set2, PKA-R1A act, Mot1-301 SUMO, E coli growth, OPRM1-OPRD1 ag, AddAB inh, OPRM1-OPRD1 inv
O=[N+]([O-])c1ccccc1COc1ccc(Cl)c2cccnc12
 : -11, 2, -3, -0.1, -18, -7, -2, -1.5, -0.7, -2.9, 3
Nc1ccc(C(=O)C(=O)c2ccccc2)cc1
 : 4, -4, 6, -2.4, -1, 2, 100, 3.4, -2.8, 5.0, 14
COCc1cc(C)nc(OCC(=O)N/N=C/c2ccc(OC)c(O)c2)c1C#N
 : -4, -7, -5, 3.0, -12, 5, -4, -0.1, -1.0, -0.8, 7
Cc1ccccc1NC(=O)NC1(C(=O)NCc2ccco2)CCCCC1
 : 1, 4, -4, 1.2, 8, -2, -2, -1.8, 0.5, 0.7, -4
Cc1cc(C)c2c(=O)c3c(oc2c1)C(=O)N(CCO)C3c1cccc(O)c1 (centres undefined)
 : 4, -2, 3, 1.9, nt, -7, 7, 0.8, -2.5, 0.8, 13
CCCS(=O)(=O)N1CCN=C1SCc1ccc(C)cc1
 : 5, 1, -5, 3.6, 12, 7, 51, -0.9, 0.4, 0.2, -3
Nc1ccccc1Nc1ccc([N+](=O)[O-])cc1[N+](=O)[O-]
 : -6, -2, 5, -0.9, -30, 6, 84, 0.0, 3.0, 4.2, -14
CC1(C(=O)OCC(=O)Nc2ccccc2Cl)CC1(Cl)Cl (centres undefined)
 : -6, -1, -23, 3.6, 6, 3, 6, 0.0, 2.1, -0.7, -15
O=C(Nc1ccccc1C(=O)O)c1cc(S(=O)(=O)N2CCCCCC2)ccc1Cl
 : -10, 4, -2, -0.5, 6, -10, 5, -0.9, 2.2, 1.5, -15
COCCOC(=O)c1[nH]c2c(c1C)C(=O)CC(c1cc(OC)ccc1OC)C2 (centres undefined)
 : -4, 0, 0, 1.5, 8, 4, -16, 1.4, -1.9, 3.3, 10

Later entries
Sequence of screens: PKA-R2B act, Tat transport, HTR5A inv ctr, phage Ecoli inh, PfHsp90 set2, PKA-R1A act, Mot1-301 SUMO, E coli growth, OPRM1-OPRD1 ag, AddAB inh, OPRM1-OPRD1 inv
CN1CCN(C(=O)c2ccc(S(=O)(=O)c3ccc(Br)cc3)cc2)CC1
 : -1, -10, 7, 0.9, -38, 3, 25, -2.5, -3.2, 1.1, 14
N#Cc1ccccc1CSc1nc2ccc(NC(=O)c3ccccc3C(=O)O)cc2s1
 : -8, -2, 7, 1.7, -2, -16, 143, -2.1, -2.2, -0.8, 13
Cc1cc(C(=O)Nc2c(C)n(C)n(-c3ccccc3)c2=O)on1
 : -7, 7, -15, 1.1, 32, -12, -13, -1.9, -2.0, 0.3, 12
CSc1ccc(NC(=O)Nc2cccn(Cc3ccccc3)c2=O)cc1
 : -16, 0, 11, 3.6, 9, 5, -7, 1.0, 1.1, 0.6, -6
CCc1cc(C(=O)OC)c(NC(=O)CC2Sc3ccc(C(F)(F)F)cc3NC2=O)s1 (centres undefined)
 : 2, -7, -19, 3.4, -48, -6, -5, -0.3, -1.4, 2.2, 7
COCC(=O)N(Cc1cc2ccc(C)cc2[nH]c1=O)c1ccc(C)cc1C
 : -5, -1, 9, 0.7, -15, 1, 72, -0.6, -0.1, -0.8, 0
CCOc1ccccc1NC1=C(Cl)C(=O)N(c2ccc(OC)cc2)C1=O
 : -7, 6, -21, 2.5, -13, -3, 1, -2.9, 2.1, 0.3, -13
COc1cc(C)c(NC(=O)COc2ccc3c(c2)OCO3)cc1C
 : -2, 0, -15, 0.9, 7, -6, 203, 1.6, -2.1, 3.4, 11
O=C(O)c1sc2cc(C(F)(F)F)cnc2c1-c1cccs1
 : nt, -12, nt, 3.0, -10, nt, -8, 0.3, nt, 1.0, nt
CN(CC(=O)Nc1ccc(F)cc1)C(=O)COC(=O)c1cc([N+](=O)[O-])ccc1N1CCOCC1
 : 0, -9, 22, nt, 18, -7, 226, -1.0, -1.1, 2.5, 7

(cont.)
Sequence of screens: PKA-R2B act, Tat transport, HTR5A inv ctr, phage Ecoli inh, PfHsp90 set2, PKA-R1A act, Mot1-301 SUMO, E coli growth, OPRM1-OPRD1 ag, AddAB inh, OPRM1-OPRD1 inv
COc1cccc(CN(C)C(=O)c2ccccc2Sc2ccccc2C#N)c1
 : 3, 2, 2, -1.2, -7, -4, 37, 0.4, -2.5, 4.9, 13
CS(=O)(=O)N1CCN(c2ccccc2F)CC1
 : 14, 5, -5, 2.9, nt, 8, 93, -0.4, -0.1, 3.6, 0
Cc1ccc(CNCc2ccc3c(c2)OCO3)cc1
 : -5, 1, -3, 4.0, -4, 10, -3, -0.9, -2.8, 1.9, 14
COc1ccc(CN2CCN(C(=O)Cn3nc(C(=O)O)c4ccccc4c3=O)CC2)cc1F
 : 7, -6, 4, 0.1, 2, 4, 176, 0.8, 0.2, 2.1, -1
COCc1cc(C)nc(SCc2ccc([N+](=O)[O-])cc2)c1C#N
 : -11, -1, -5, 0.3, -39, -9, -5, -1.1, -1.2, 2.6, 6
Cc1nn(-c2ccc(F)cc2)c(-n2cccc2)c1C(=O)N1CCN(C(=O)c2ccco2)CC1
 : 6, 0, 16, 3.2, 15, 1, 6, 0.9, -0.3, 2.4, 2
Cc1cc(C(=O)N/N=C2\CCCc3ccccc32)c(C)o1
 : 2, -1, 22, 4.0, 17, 6, -4, -0.7, 0.1, 1.1, -1
N#C/C(=C\c1ccccn1)c1nc2ccccc2s1
 : -3, -20, 5, 0.3, -6, -2, 0, -0.2, -0.7, 4.1, 3
Cc1ccc(C(=O)COC(=O)c2ccc(-c3cnc4ccccc4n3)cc2)cc1C
 : -12, 6, 8, 1.7, 15, -4, 45, -1.4, -2.9, -1.5, 15
N#CC(C#N)=Cc1ccc(OC(=O)c2ccccn2)cc1
 : 5, -2, -1, 2.5, -18, -1, 7, 1.3, -0.6, 4.5, 4

(further entries)
Sequence of screens: PKA-R2B act, Tat transport, HTR5A inv ctr, phage Ecoli inh, PfHsp90 set2, PKA-R1A act, Mot1-301 SUMO, E coli growth, OPRM1-OPRD1 ag, AddAB inh, OPRM1-OPRD1 inv
Cn1c(CC(=O)Nc2ccc(Cl)c(Cl)c2)nnc1SCC(=O)N1CCN(c2ccccc2)CC1
 : -10, 0, -24, 2.5, nt, -10, -3, -1.2, -1.0, 1.8, 5
Cc1cc(Cl)c2oc(C(=O)N(C)Cc3nccn3C)c(C)c2c1
 : -15, 3, 8, 2.0, 7, -11, nt, nt, -4.6, nt, 24
COc1cc(/C=N\NC(=O)c2sc(N)nc2C)cc(OC)c1OC
 : -7, 0, 16, 0.6, 19, -3, 2, -1.9, -0.2, 0.5, 1
COc1ccc(NS(=O)(=O)c2ccc(Oc3ncccn3)cc2)cc1
 : -3, 15, -6, -0.5, 14, -3, 6, -0.5, 0.6, -0.7, -3
O=C1Nc2ccccc2C1=Nc1cccc([N+](=O)[O-])c1
 : -5, -8, -4, -2.3, 7, -2, -2, -0.3, -8.3, 0.5, 48*
CCc1cc(Cn2nc(C(=O)O)cc2-c2ccccc2)on1
 : 0, -4, -11, 1.8, 0, -6, 120, 0.3, -2.4, 2.7, 14
Cc1ccc(-c2nc(CS(=O)(=O)CC(=O)N3CC(C)CC(C)C3)c(C)o2)cc1 (centres undefined)
 : -1, 8, -21, 1.8, -30, 0, 23, 0.1, 2.8, 1.3, -16
CC(=O)N1CCCc2cc(S(=O)(=O)N3CCc4ccccc4C3)ccc21
 : 5, -4, 7, 1.8, 12, 10, nt, -1.4, 1.1, -1.6, -6
CC(Sc1nc2ncc(Cl)cc2[nH]1)C(=O)c1c(N)n(C)c(=O)n(C)c1=O (centres undefined)
 : -2, 11, -18, 5.2, nt, 0, -2, 1.9, -3.9, 0.2, 20
Cc1ccc2nc3c(cc(C(=O)NCc4ccco4)c(=N)n3Cc3ccco3)c(=O)n2c1
 : -6, 2, 11, 4.7, -20, -12, 0, -3.2, -4.2, 1.2, 20

(more compounds)
Sequence of screens: PKA-R2B act, Tat transport, HTR5A inv ctr, phage Ecoli inh, PfHsp90 set2, PKA-R1A act, Mot1-301 SUMO, E coli growth, OPRM1-OPRD1 ag, AddAB inh, OPRM1-OPRD1 inv
CC(C)CCn1c(=O)c2ccccc2n2c(=S)[nH]nc12
 : -6, -6, -9, 1.2, -62, 3, 2, -3.3, -2.5, 0.5, 13
N#Cc1ccc2ccn(CC(=O)NCc3ccccc3)c2c1
 : 7, -10, 30, -0.8, -9, -1, -19, -3.9, 1.9, -0.6, -12
COc1ccc(CCNC(=O)CSc2ccsc2[N+](=O)[O-])c(OC)c1
 : 9, -9, 4, 0.9, 15, -8, 22, 1.5, -0.6, 2.3, 4
CC1=C(C(=O)Nc2ccccc2)C(c2ccco2)C(C#N)=C(SCC(N)=O)N1 (centres undefined)
 : -7, 5, 1, 0.7, 3, 4, 11, 1.6, -0.3, 1.2, 2
Cc1nc2c(C)cccn2c1/C(O)=C1\C(=O)C(=O)N(CCN2CCOCC2)C1c1ccncc1 (centres undefined)
 : -9, -4, 3, 2.4, -14, -4, -1, -1.7, -3.3, -3.7, 18
CCOC(=O)N1CCc2c(sc(NC(=O)c3ccc(S(=O)(=O)N4CCCC4)cc3)c2C#N)C1
 : 2, -4, -49, 1.5, 11, 2, 22, -0.4, 0.9, -1.4, -5
CC(NC(=O)c1cccnc1)C(c1cccs1)N1CCN(C)CC1 (centres undefined)
 : 11, -5, 2, 1.7, 10, -2, -10, -2.8, -0.8, -2.4, 4
CC(C)(C)C(=O)N1CCc2cc(-c3csc(N)n3)ccc21
 : -2, 3, -8, -1.5, -18, -1, 287, 0.4, 0.7, 3.0, -4

3 entries from above, ordered by heavy-atom count, rising.
Sequence of screens: PKA-R2B act, Tat transport, HTR5A inv ctr, phage Ecoli inh, PfHsp90 set2, PKA-R1A act, Mot1-301 SUMO, E coli growth, OPRM1-OPRD1 ag, AddAB inh, OPRM1-OPRD1 inv
O=C1Nc2ccccc2C1=Nc1cccc([N+](=O)[O-])c1
 : -5, -8, -4, -2.3, 7, -2, -2, -0.3, -8.3, 0.5, 48*
Cc1cc(Cl)c2oc(C(=O)N(C)Cc3nccn3C)c(C)c2c1
 : -15, 3, 8, 2.0, 7, -11, nt, nt, -4.6, nt, 24
CSc1ccc(NC(=O)Nc2cccn(Cc3ccccc3)c2=O)cc1
 : -16, 0, 11, 3.6, 9, 5, -7, 1.0, 1.1, 0.6, -6

Assay outcomes as filed in PubChem.
